MT1-MMP act inh: blockers of MT1-MMP proenzyme processing, primary screen, HT1080 RFP-PRO-GFP cells, GFP/RFP fluorescence | GFP/RFP ratio change, % at 20 µM | Matrix metalloproteinase-14 (Homo sapiens), P50281 | hit rate 0.061% among 360,000 | GFP/RFP ratio fluorescence, overnight; percent of plate control window, DMSO zero;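 active = GFP/RFP ratio change of at least 30% with cell ATP level not reduced by more than half and red fluorescence within 50% of control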; also: strong numbers were not always called active
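Read-out: GFP/RFP fluorescence ratio; Test system: RFP-PRO-GFP reporter HT1080 cells; Compound dosing: single-point 20 µM compound, 1% DMSO; Times: overnight compound exposure at 37 °C.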
Rin1 Abl inh: inhibitors of Rin1-Abl protein binding, primary screen, biochemical, TR-FRET | Tyrosine-protein kinase ABL1 (Homo sapiens) + Ras and Rab interactor 1 (Homo sapiens), … | inhibition, % at 7.35 µM | hit rate 0.4% among 360,000 | AID 588664, 2011; in the data active = inhibition above about 5%, passing the limit was not always enough
MsrA inh: bovine MsrA enzyme inhibitors, primary screen, biochemical, absorbance, HTS | purified bovine MsrA, absorbance read-out | inhibition, % at 15.5 µM | hit rate 0.75% among 360,000 | AID 651718, 2012; in the data active = inhibition above about 4.5%;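 also: 0% = vehicle wells with enzyme and 100% = reference inhibitor wells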
FAS-TE inh: FAS thioesterase domain inhibitors, primary screen, biochemical, fluorescence intensity, uHTS. Fatty acid synthase (Homo sapiens), P49327. recombinant FAS-TE, OMFH fluorogenic substrate, fluorescence endpoint. inhibition, % at 15 µM. hit rate 0.67% among 360,000;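 active = compounds whose normalised, plate-corrected inhibition of enzyme fluorescence in the single-dose primary screen is 50% or more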;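 also: 0% = DMSO with enzyme and 100% = substrate without enzyme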
Target sequence (P49327 whole entry, looked up, the tested form may be a part): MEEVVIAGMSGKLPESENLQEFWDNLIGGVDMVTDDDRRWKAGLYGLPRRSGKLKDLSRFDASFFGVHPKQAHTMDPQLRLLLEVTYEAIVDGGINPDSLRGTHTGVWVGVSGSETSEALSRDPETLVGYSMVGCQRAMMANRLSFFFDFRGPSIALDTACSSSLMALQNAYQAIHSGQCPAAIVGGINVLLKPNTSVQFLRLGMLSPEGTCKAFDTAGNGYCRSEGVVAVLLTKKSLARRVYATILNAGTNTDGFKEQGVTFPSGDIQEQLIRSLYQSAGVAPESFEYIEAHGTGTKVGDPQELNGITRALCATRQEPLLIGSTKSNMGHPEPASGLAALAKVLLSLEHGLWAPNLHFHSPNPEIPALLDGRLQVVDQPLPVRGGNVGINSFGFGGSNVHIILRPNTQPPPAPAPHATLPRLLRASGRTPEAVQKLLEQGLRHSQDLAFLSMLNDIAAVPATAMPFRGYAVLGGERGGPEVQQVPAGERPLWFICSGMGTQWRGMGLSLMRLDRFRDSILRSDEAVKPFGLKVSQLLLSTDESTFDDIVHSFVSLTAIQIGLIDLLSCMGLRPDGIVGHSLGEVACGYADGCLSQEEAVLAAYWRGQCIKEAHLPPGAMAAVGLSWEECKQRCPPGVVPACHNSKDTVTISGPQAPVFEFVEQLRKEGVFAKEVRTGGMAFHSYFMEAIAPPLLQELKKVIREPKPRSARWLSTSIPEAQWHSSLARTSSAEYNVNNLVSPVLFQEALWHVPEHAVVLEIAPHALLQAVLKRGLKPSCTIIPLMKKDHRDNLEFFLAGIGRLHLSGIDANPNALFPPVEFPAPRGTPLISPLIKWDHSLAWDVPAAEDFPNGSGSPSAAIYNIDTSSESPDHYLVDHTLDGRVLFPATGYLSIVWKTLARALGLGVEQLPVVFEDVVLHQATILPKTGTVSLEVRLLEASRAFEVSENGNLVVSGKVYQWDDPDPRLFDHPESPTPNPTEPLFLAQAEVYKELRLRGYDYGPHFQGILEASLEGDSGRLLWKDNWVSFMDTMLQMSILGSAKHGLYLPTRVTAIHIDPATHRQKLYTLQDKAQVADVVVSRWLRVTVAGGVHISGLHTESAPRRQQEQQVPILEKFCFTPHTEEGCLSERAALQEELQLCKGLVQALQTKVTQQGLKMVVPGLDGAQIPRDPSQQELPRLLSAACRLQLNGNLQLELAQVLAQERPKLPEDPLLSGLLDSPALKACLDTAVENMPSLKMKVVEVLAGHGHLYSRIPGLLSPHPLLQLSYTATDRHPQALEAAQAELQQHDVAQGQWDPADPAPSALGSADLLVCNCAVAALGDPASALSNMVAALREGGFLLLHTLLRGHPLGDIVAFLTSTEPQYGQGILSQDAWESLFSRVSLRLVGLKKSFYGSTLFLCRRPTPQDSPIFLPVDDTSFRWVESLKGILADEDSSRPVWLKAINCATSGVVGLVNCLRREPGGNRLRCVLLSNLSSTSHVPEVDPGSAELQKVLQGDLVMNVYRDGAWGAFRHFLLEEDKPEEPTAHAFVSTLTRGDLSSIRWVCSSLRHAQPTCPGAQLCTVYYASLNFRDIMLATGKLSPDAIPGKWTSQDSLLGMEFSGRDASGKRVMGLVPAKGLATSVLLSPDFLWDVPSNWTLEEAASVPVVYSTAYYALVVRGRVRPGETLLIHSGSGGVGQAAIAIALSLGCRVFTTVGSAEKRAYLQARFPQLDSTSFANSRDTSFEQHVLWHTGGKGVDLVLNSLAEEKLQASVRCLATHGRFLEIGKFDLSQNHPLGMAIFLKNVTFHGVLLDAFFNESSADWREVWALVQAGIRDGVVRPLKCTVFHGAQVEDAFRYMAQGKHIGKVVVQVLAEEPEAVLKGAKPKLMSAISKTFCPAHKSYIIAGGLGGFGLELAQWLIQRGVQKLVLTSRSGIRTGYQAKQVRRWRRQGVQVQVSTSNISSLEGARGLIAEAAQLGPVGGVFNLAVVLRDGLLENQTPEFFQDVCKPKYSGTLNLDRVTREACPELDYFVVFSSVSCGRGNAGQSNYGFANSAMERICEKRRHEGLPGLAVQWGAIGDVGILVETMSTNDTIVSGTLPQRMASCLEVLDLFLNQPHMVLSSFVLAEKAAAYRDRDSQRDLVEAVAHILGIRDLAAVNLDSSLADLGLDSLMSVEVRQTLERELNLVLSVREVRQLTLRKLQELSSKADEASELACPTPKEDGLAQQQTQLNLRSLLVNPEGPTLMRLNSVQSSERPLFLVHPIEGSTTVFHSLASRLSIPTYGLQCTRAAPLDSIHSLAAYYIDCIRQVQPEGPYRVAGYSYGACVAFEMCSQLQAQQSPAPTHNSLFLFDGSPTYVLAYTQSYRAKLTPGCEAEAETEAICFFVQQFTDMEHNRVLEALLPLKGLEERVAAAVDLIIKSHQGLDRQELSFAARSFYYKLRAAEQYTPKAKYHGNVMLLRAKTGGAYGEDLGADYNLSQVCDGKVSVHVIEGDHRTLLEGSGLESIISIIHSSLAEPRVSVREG
bovine MsrA act: bovine MsrA enzyme activators, primary screen, biochemical, absorbance, HTS; hit rate 0.3% among 360,000; Methionine sulfoxide reductase A (Bos taurus); activation, % at 10.6 µM; AID 602163, 2012; purified bovine MsrA, absorbance read-out; in the data active = activation above about 7.5%;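 also: 0% = vehicle and 100% = reference activator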
SKN-1 block: suppressors of acrylamide-induced Pgst-4::GFP reporter in worms, primary screen, SKN-1 inhibitor project, whole organism, uHTS, GFP/RFP fluorescence ratio, strain VP596; C. elegans VP596 Pgst-4::GFP/RFP ratio, 24 h; inhibition, % at 21.8 µM; hit rate 0.49% among 360,000; AID 624304, 2012;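 active = interference check ratio from 0.5 to 1.5 plus GFP to RFP signal ratio inhibition reaching or exceeding a fixed threshold, cut at about 30% in these data, passing the limit was not always enough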; also: some compounds called inactive have numbers as strong as hits
Neddylation inh: inhibitors of cullin neddylation, primary screen, biochemical, TR-FRET, uHTS, NAE and Ubc12 | NEDD8-conjugating enzyme Ubc12 (Homo sapiens) + NEDD8-activating enzyme E1 regulatory … | calls only at 25 µM | hit rate 0.58% among 360,000; in the data active = inhibition above about 36%
eLon inh: inhibitors of E. coli Lon protease, primary screen, biochemical, fluorescence polarization; inhibition, % at 7.94 µM; AID 602123, 2011; hit rate 0.42% among 360,000; purified E. coli Lon protease; P0A9M0; in the data active = inhibition above about 13%, passing the limit was not always enough;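 also: 0% = enzyme with probe and DMSO and 100% = no enzyme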
NRP1-CendR mod: modulators of CendR peptide binding to NRP-1, primary screen, biochemical, fluorescence polarization, uHTS; FAM-RPARPAR peptide binding to NRP-1; AID 602438, 2012; hit rate 0.85% among 360,000; inhibition, % at 25 µM;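 active = inhibition or corrected inhibition above about 18%, plus a signal ratio from 0.5 to 1.5, limit read from the data, passing the limit was not always enough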; also: strong numbers were not always called active
Numbers without * were called inactive; i = inactive; nt = not tested or not shown.

Second line of a record: MT1-MMP act inh	Rin1 Abl inh	MsrA inh	FAS-TE inh	bovine MsrA act	SKN-1 block	Neddylation inh	eLon inh	NRP1-CendR mod
O=C(COC(=O)C1(c2ccccc2F)CCCC1)Nc1ncc(C(F)(F)F)cc1Cl
    -5	-2	-0.2	23	-1	7	i	3	-3
CC(NS(=O)(=O)c1cccc(C(=O)NCc2ccncc2)c1)c1ccccc1 (centres undefined)
    -3	2	0.6	-6	-2	-8	i	-5	3
O=C(Nc1ccc(Cl)cc1)c1cc(S(=O)(=O)Nc2ccccn2)ccc1Cl
    -8	3	0.1	-3	-1	-4	i	-1	24*
Cc1cccc(CN2C(=O)CCSc3ccc(Cl)cc32)c1
    -8	-4	0.9	12	-2	-1	i	5	1
CCOC(=O)[C@]12CCC=C1N(Cc1ccc3c(c1)OCO3)C(=O)[C@H](CC(=O)NCc1cccc(C(F)(F)F)c1)C2
    6	nt	-0.8	12	-1	9	i	-1	12
Cc1ccc(C2(C)NC(=O)N(CC(=O)Nc3ccc(-c4nc5ccc(C)cc5s4)cc3)C2=O)cc1 (centres undefined)
    5	0	0.3	5	-2	20	i	1	5
CC(C)(CC(=O)O)CC(=O)O
    0	2	-0.4	-8	-2	1	i	-1	0
COc1ccccc1CNC(=O)Nc1nc(C(N)C(C)C)cs1 (centres undefined)
    4	-2	-1.4	-10	-6	3	i	4	-3
Cc1ccc(CNC(=O)CCN2C(=O)[C@@H]3Cc4ccccc4CN3C2=O)cc1
    0	4	0.2	-3	-8	-21	i	2	1
O=C(OCCCN=C1NS(=O)(=O)c2ccccc21)c1ccc(F)cc1
    0	-4	-0.6	-5	-3	6	i	-2	3
OC[C@@H]1CN(Cc2cccnc2)C[C@H](n2cnc3c(N4CCN(c5ccccc5)CC4)ncnc32)O1
    2	0	-0.1	-8	-3	5	i	-9	-2
Cc1c(C)c2ccc(OCC(=O)N3CCN(c4ccccc4)CC3)cc2oc1=O
    0	2	nt	56*	-1	15	i	4	13
COc1ccc(C(=O)C2CCCN(Cc3ccc(Sc4nncn4C)o3)C2)cc1F (centres undefined)
    0	2	-0.6	-7	-2	-1	i	-7	-12
C/C(=N\NC(=O)CNc1ccc(F)cc1)c1cc2ccccc2o1
    5	-2	0.7	8	-9	2	i	-2	-2
O=c1c(-c2ccc(O)cc2)coc2cc(OC3OC(CO)C(O)C(O)C3O)cc(O)c12 (centres undefined)
    5	-3	-0.9	-11	-1	-4	i	-8	6
CCCC1(CCC)NC(=O)NC1=O
    7	1	0.0	-4	-1	-2	i	4	-4
C=CCn1c(-c2cccc3ccccc23)n[nH]c1=S
    -17	-3	0.2	-2	0	-10	i	2	7
CSc1ccc(/C=N/NC(=O)c2ccccc2Cl)cc1
    4	-4	5.8*	3	-8	-7	i	-12	2
O=C(COC(=O)CCCc1nc2ccccc2s1)Nc1ncc(Cl)cc1Cl
    -3	-2	-0.7	21	-4	11	i	-12	-12
Cc1cc(OCC(O)CN2CCOCC2)cc(C)c1Cl (centres undefined)
    -2	1	-1.7	-3	-4	-7	i	9	-5

Next part:
Second line of a record: MT1-MMP act inh	Rin1 Abl inh	MsrA inh	FAS-TE inh	bovine MsrA act	SKN-1 block	Neddylation inh	eLon inh	NRP1-CendR mod
Cc1ccccc1NCCC(=O)Nc1ccc(F)cc1
    -1	-1	2.3	6	-2	-5	i	1	4
COc1ccc(/C=N/OCC(=O)N2CC3(C)CC2CC(C)(C)C3)cc1 (centres undefined)
    2	-1	1.7	4	-2	17	i	3	11
CC1=C(C(=O)N2CCOCC2)CC(CC(=O)NC2CCCC2)C(=O)N1CCCN1CCCC1=O (centres undefined)
    0	2	-0.3	-9	-3	12	i	0	-4
O=C(Nc1nnc(CCOCCOCCc2nnc(NC(=O)c3ccco3)s2)s1)c1ccco1
    5	5	0.9	-12	-2	9	i	-8	10
N#Cc1cccc(C(=O)C(=O)N2CCCN(Cc3ccc(F)cc3)CC2)c1
    2	nt	0.2	nt	nt	12	i	nt	7
CC(=O)CCC1CC(c2ccc(Cl)cc2)=NO1 (centres undefined)
    3	3	2.5	-8	-5	15	i	-6	8
Cc1cc(=O)n2nc(N3CCCC3C(=O)Nc3cccc(F)c3)sc2n1 (centres undefined)
    6	1	1.1	-8	-1	-12	i	-2	0
CCOc1ccccc1CN1CCCC(C(=O)Nc2cccc(-n3cccn3)c2)C1 (centres undefined)
    6	-1	-0.2	0	0	14	i	-1	-6
O=c1[nH]c2ccc(Cl)cc2c(-c2ccccc2)c1SC(=S)N1CCCCC1
    2	-2	0.7	26	-1	1	i	1	8
CCCS(=O)(=O)N1CCCC(C(=O)NCCCN2CCN(c3ccccc3F)CC2)C1 (centres undefined)
    2	-2	0.8	-5	3	-5	i	1	9
O=C(O)c1ccc(-c2nc(-c3ccc(Cl)cc3)cs2)cc1
    6	0	-0.6	12	-2	7	i	0	-17
C/C=C(\C)CN1CCN(c2cccc(C)c2C)CC1
    3	0	-0.1	-8	-2	4	i	-9	4
CCOC(=O)N1CCN(CCC(=O)Nc2cc([N+](=O)[O-])ccc2OC)CC1
    2	-2	0.0	7	-4	7	i	-12	-9
Cc1ccc(CC2CC(=O)N(Cc3ccco3)C2=O)cc1 (centres undefined)
    -3	-2	0.1	5	-1	-13	i	-7	-7
COC(=O)C(NS(=O)(=O)c1ccc(F)cc1)c1ccccc1 (centres undefined)
    1	2	0.2	-1	-11	2	i	1	10
CCOC(=O)C1=C(N)N2C(=O)C(C)SC2=C(C(=O)OC)C1c1cccc(OC)c1 (centres undefined)
    2	1	1.3	14	-4	-4	i	-1	9
Cc1cc(N)c(NC2=CC(=O)CC(C)(C)C2)cc1C
    3	-1	1.7	-6	-1	2	i	9	-9
CNC[C@@H]1Oc2ccc(NC(=O)Nc3c(C)noc3C)cc2CC(=O)N([C@H](C)CO)C[C@H]1C
    2	0	nt	3	-6	0	i	-16	-13
CCCOC(=O)c1ccc(OCC(O)Cn2c(C)nc3ccccc32)cc1 (centres undefined)
    3	1	0.4	-3	-2	-9	i	-13	-1
CCN(CC(=O)Nc1ccccc1C(F)(F)F)C(=O)Cc1cccs1
    2	-1	-0.6	-8	-2	20	i	0	-4

Among those listed so far, these contain two or more sulfur atoms.
Second line of a record: MT1-MMP act inh	Rin1 Abl inh	MsrA inh	FAS-TE inh	bovine MsrA act	SKN-1 block	Neddylation inh	eLon inh	NRP1-CendR mod
O=C(Nc1nnc(CCOCCOCCc2nnc(NC(=O)c3ccco3)s2)s1)c1ccco1
    5	5	0.9	-12	-2	9	i	-8	10
O=c1[nH]c2ccc(Cl)cc2c(-c2ccccc2)c1SC(=S)N1CCCCC1
    2	-2	0.7	26	-1	1	i	1	8

Next entries
Second line of a record: MT1-MMP act inh	Rin1 Abl inh	MsrA inh	FAS-TE inh	bovine MsrA act	SKN-1 block	Neddylation inh	eLon inh	NRP1-CendR mod
O=C(c1ccccc1)c1ccc2nc(-c3ccc(NC(=O)c4ccccc4F)cc3)[nH]c2c1
    7	3	3.0	-10	1	21	i	2	2
O=C(NNC(=S)NC1CCCCC1)c1cccs1
    1	0	1.8	-11	-9	1	i	-14	-6
CC(NC(=O)c1ccc2c(c1)C(=O)N(Cc1cccnc1)C2=O)c1ccccc1 (centres undefined)
    -1	1	0.4	-7	-3	8	i	5	22
CCc1c(C)n([O-])c2c([n+]1=O)CCCCC2
    1	-2	0.1	-4	-6	-4	i	1	-7
CSCC(=O)NC1CCCc2c1cnn2-c1ccc(C)c(C)c1 (centres undefined)
    -2	-1	-0.6	-3	-4	1	i	4	-6
CN(C)CCN1CCN(C2CN(C3CCCCC3)S(=O)(=O)C2)CC1 (centres undefined)
    -1	2	-0.6	-7	-3	3	i	-1	11
COc1ccccc1C(=O)C1CCCN(C(=O)CCC(=O)c2ccccc2)C1 (centres undefined)
    8	3	-0.6	1	-13	-2	i	-2	13
CCOC(=O)c1c[nH][nH]c1=O
    1	0	-0.1	-7	-1	22	i	1	12
N#Cc1ccc(CN2CCN(C(=O)c3cn(Cc4ccccc4)nc3-c3cccnc3)CC2)cc1
    -1	5	-0.5	2	-6	-9	i	6	-2
Cc1ccc2[nH]c3c(=O)n(CC(=O)NCCCN4CCN(c5ccc(F)cc5)CC4)ncc3c2c1
    -1	0	0.3	-5	-5	3	i	-4	4
C[C@@](Cc1ccc(O)c(O)c1)(NN)C(=O)O
    3	-2	0.5	-3	-8	6	i	1	-3
CCc1ccc(S(=O)(=O)NCCc2cn3ccc(C)cc3n2)s1
    3	7	-0.1	2	-3	7	i	-9	14
COc1cccc(CC(=O)Nc2cc(S(=O)(=O)N3CCOCC3)ccc2N2CCN(C)CC2)c1
    1	0	0.8	-8	-2	-2	i	-9	5
O=C(CSCc1ccc(Cl)cc1)Nc1cc([N+](=O)[O-])ccc1O
    6	2	1.0	15	-2	-3	i	2	7
Cc1sc2ncnc(SCC(=O)NCC(C)C)c2c1C
    -1	0	-0.4	-4	-7	-13	i	1	3
COc1ccc(NCc2nnc(SCC(=O)NCc3ccco3)n2-c2ccccc2OC)cc1
    -1	-2	-0.7	-2	-5	-5	i	3	-5
Cc1sc2ncnc(SCC(=O)NC(=O)NCc3ccco3)c2c1C
    -2	-10	0.9	3	-6	9	i	-3	-19
CN(C(=O)c1nc(-c2ccccc2)n(-c2ccccc2)n1)C1CCS(=O)(=O)C1 (centres undefined)
    1	0	-1.7	-3	-2	6	i	-3	-5
Cc1cccc(N2CCN(C(=O)CCCOc3ccccc3)CC2)c1C
    -1	1	-0.6	18	-2	-1	i	3	-1
COc1ccc(OC)c(/C=N/NC(=O)c2ccncc2)c1
    0	-4	3.2	-6	-6	-9	i	10	7

New compounds follow
Second line of a record: MT1-MMP act inh	Rin1 Abl inh	MsrA inh	FAS-TE inh	bovine MsrA act	SKN-1 block	Neddylation inh	eLon inh	NRP1-CendR mod
COCCNC(=S)N/N=C1\CC(C)CC(C)(C)C1 (centres undefined)
    -4	-4	-0.6	-1	2	3	i	-10	9
CC[C@@]12C(=O)N(c3ccccc3)C(=O)N1[C@H](c1cccc(C)c1)[C@@H]1C(=O)N(Cc3ccccc3)C(=O)[C@@H]12
    -4	1	0.0	3	-3	14	i	-7	-2
COc1ccc(C2=CC3=C(Br)C(=O)C(C)(OC(=O)c4ccco4)C(=O)C3=CO2)cc1 (centres undefined)
    -13	2	nt	-8	-3	11	i	-43	-76
COc1ccccc1NC(=O)[C@H](COCc1ccccc1)NC(=O)OC(C)(C)C
    -5	-2	-0.5	9	0	-5	i	4	-3
CC(=O)Nc1c2c(nn1-c1ccc(F)cc1)CSC2
    1	-1	-1.1	-7	-2	2	i	1	1
CC(=O)N1c2ccc(Cl)cc2C2C=CCC2C1c1cccc2ccccc12 (centres undefined)
    -55	2	nt	25	-4	1	i	-7	-5
C[C@@H]1CN([C@@H](C)CO)C(=O)c2cccc(NC(=O)Nc3ccc4c(c3)OCO4)c2O[C@H]1CN(C)S(=O)(=O)c1cn(C)cn1
    -2	0	-0.5	-10	-11	-3	i	12	10
CC1(Cc2cc(Cl)ccc2C(F)(F)F)C(=O)Nc2ccc(OC(F)(F)F)cc21 (centres undefined)
    -11	1	nt	28	0	15	i	11	-7
COCCNc1nc2c(c(=O)n(Cc3ccccc3F)c(=O)n2C)n1C
    5	1	0.4	-9	-4	15	i	-8	7

Not a hit list; overall some 4.2% were active at least once.
